Screens as filed in PubChem BioAssay.
ER stress rescue – rescue of cells from ER stress-induced death, primary screen, 384-well, CSM14.1, thapsigargin, ATP luminescence (AID 1222); cellular ATP content (survival), % at 20 µM; hits with a dose series show EC50 in µM; CSM14.1 thapsigargin-induced death rescue, ATP luminescence; higher % means a stronger effect; 190,000 tested, under 10 active;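 active = EC50 below 50 µM in the dose-response confirmation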;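 note: death triggered by thapsigargin at about 15 µM added after 2 h compound pretreatment; cell ATP read after overnight thapsigargin exposure of roughly 18 to 22 hours; normalized against plate controls of thapsigargin alone and 5% DMSO vehicle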
Dynein cargo inh – inhibitors of GR-EGFP nuclear translocation, primary screen, dynein cargo transport inhibitor project, imaging, high-content, 3617.4 mouse cells; test concentration mostly 20 µM; stimulated with dexamethasone, 1 µM; active compounds read low; z-score, hits read low; 0.47% of 220,000 active; AID 1381, 2008;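 active = plate z-score of nuclear minus cytoplasmic receptor signal below a set negative limit, without overly bright fluorescence or cell loss, cut at about -3.5 in these data, passing the limit was not always enough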;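 note: z-score of nuclear minus cytoplasmic ring GR-EGFP intensity difference per well; some compounds called inactive have numbers as strong as hits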
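Buffer or medium: tet-free medium with charcoal-stripped serum / Also added: dexamethasone agonist, 1.0 µM final, for 30 min / Timing: induction 48 h, compound 1 h, agonist 30 min / Measured by: high-content fluorescence imaging after fixation / Read-out: nuclear-to-cytoplasmic GR-EGFP distribution per well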
Insulin prom up – insulin promoter activators in MIN6 cells, imaging, high-content screening, mouse beta cells | MIN6 insulin promoter-GFP reporter; active compounds read high | z-score at 5 µM | 0.3% of 190,000 active | AID 1625, 2009;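 active = z-score above 3 at 5 µM with at least 500 cells counted in the well; inconclusive = wells under 500 cells, flagged as cytotoxic or low count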
MT stabilize HCS – microtubule stabilizers in HeLa cells, primary screen, imaging, high-content imaging; HeLa tubulin immunostaining HCS, 24 h; share of cells brighter than vehicle mean+2SD; % tubulin-high responders, % at 10 µM; 0.83% of 200,000 active;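 active = plate Z-score above 3 for both tubulin-high and condensed-nucleus cell shares, with cell loss under 80%, at 10 µM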;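 note: anti alpha tubulin signal scored within the nucleus-defined area of each cell; some results filed as inactive read as strong as hits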
K1F lysis inhibition – inhibition of K1F phage lysis, E. coli UTI89, bacterial capsule biogenesis inhibitors, alamar blue (AID 488966). inhibition, % at 100 µM; hits with a dose series show IC50 in µM. 0.02% of 340,000 active. E. coli UTI89 K1F phage lysis, alamar blue, 2 h; higher % means a stronger effect;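 active = phage lysis inhibition, versus mean bacterial control, above a set limit; inconclusive = no clear call, values can overlap the other calls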;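 note: capsule biogenesis inhibitors block K1F phage lysis so surviving cells raise fluorescence; higher fluorescence means more inhibition of phage lysis; actives were called in the ten point dose series up to 300 µM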
P. falciparum M1AAP – P. falciparum M1AAP inhibitors, biochemical, fluorogenic H-Leu-NHMec substrate, 1536-well (AID 1445). Aminopeptidase N (Plasmodium falciparum (isolate 3D7)). recombinant M1AAP, H-Leu-NHMec fluorogenic kinetic assay; higher % means a stronger effect. one-dose inhibition, % at 30 µM; IC50 in µM for titrated hits. 0.42% of 220,000 active;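 active = primary inhibition above the hit cutoff, then over 50% inhibition at one or more dose response concentrations, cut at about 23% in these data, passing the limit was not always enough; inconclusive = conflicting primary data, or primary hits not chosen for dose response; inactive = low primary inhibition, or under 50% at every dose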;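 note: plate controls were DMSO full reaction for no effect and no enzyme background for full effect; strong numbers were not always called active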
P. falciparum M17LAP – P. falciparum M17LAP inhibitors, primary screen, biochemical, fluorogenic H-Leu-NHMec substrate, 1536-well (AID 1619); recombinant M17LAP, H-Leu-NHMec fluorogenic kinetic assay; higher % means a stronger effect; 0.38% of 220,000 active; Leucine aminopeptidase (Plasmodium falciparum (isolate 3D7)); inhibition, % at 30 µM; hits with a dose series show IC50 in µM;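 active = compound inhibiting the enzyme by more than half at any dose during confirmatory dose-response retesting; inconclusive = strong single-dose inhibitors picked by rank but not retested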;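 note: plate controls were full reaction with DMSO carrier for no effect and no enzyme background for full effect; strong numbers were not always called active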
Autophagy mod – autophagy modulators in MEF cells, primary screen, imaging, high-content, MEF GFP-LC3 | AID 463193, 2010 | calls only at 10 µM (by protocol) | 0.98% of 190,000 active | MEF GFP-LC3 puncta imaging; test concentration mostly 10 µM;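 active = percentage of spot-positive cells more than 3 SD above its plate mean, without a fluorescence outlier flag or 80% toxicity; inconclusive = no clear call, values can overlap the other calls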;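 note: spot-positive cell cutoff set from DMSO-treated cells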
bCat nuc transl – modulators of beta-catenin nuclear translocation, primary screen, imaging, HeLa cells, immunofluorescence, high-content; nuclear translocation activity, % at 5 µM; 0.3% of 190,000 active; AID 1665, 2009;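 active = nuclear translocation activity above 50% at 5 µM, with a well cell count of 50 or more; inconclusive = wells under 50 cells across six images, flagged as toxic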;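 note: per-cell ratio of nuclear to cytoplasmic median beta-catenin stain intensity; plate controls were DMSO negative control for no effect and GSK-3 inhibitor IX positive control for full effect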
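test system = HeLa cells, endogenous beta-catenin | dosing = single 5 µM dose plus 0.02–20 µM confirmation series | times = compound treatment 24 h, 37°C, 5% CO2 | technique = beta-catenin immunofluorescence imaging with DAPI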
Dynein cargo inh cytoplasmic EGFP – also measured in Dynein cargo inh; calls as there; z-score; measured here: cytoplasmic GR-EGFP intensity; active compounds read high
Dynein cargo inh nuclear GR-EGFP – also measured in Dynein cargo inh; calls as there; z-score; measured here: nuclear GR-EGFP intensity;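 lower value marks the stronger effect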
Dynein cargo inh cell count – further read-out of Dynein cargo inh, marked with its call; z-score; measured here: cell count per field
Insulin prom up cell count – also measured in Insulin prom up; calls as there; cell count; measured here: cytotoxicity, nuclei count;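 total cells summed across four imaged fields per well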
bCat nuc transl cell count 5 µM – also measured in bCat nuc transl; calls as there; cell count; measured here: cell count, cytotoxicity flag
MT stabilize HCS Hoechst-high % – further read-out of MT stabilize HCS, marked with its call; % Hoechst-high responders; measured here: nuclear condensation Hoechst responders;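 share of cells brighter than vehicle mean plus two SD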
MT stabilize HCS cytotoxicity % – second read-out of MT stabilize HCS, no call of its own (marks repeat the call); toxicity, %; measured here: cytotoxicity by cell density;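 0% = mean cell density of plate MIN control wells and 100% = no cells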
Autophagy mod cell loss 18 h – further read-out of Autophagy mod, marked with its call; toxicity, %; measured here: cell loss, nuclei count;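 cell loss after 18 h compound exposure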
The depositor's hits bear a star; i = inactive; ? = inconclusive; · = not tested or not shown.

#	mol	K1F lysis inhibition	Dynein cargo inh nuclear GR-EGFP	MT stabilize HCS cytotoxicity %	P. falciparum M17LAP	P. falciparum M1AAP	ER stress rescue	Dynein cargo inh cytoplasmic EGFP	Autophagy mod	bCat nuc transl cell count 5 µM	MT stabilize HCS	MT stabilize HCS Hoechst-high %	Autophagy mod cell loss 18 h	Dynein cargo inh	Dynein cargo inh cell count	Insulin prom up cell count	bCat nuc transl	Insulin prom up
1	CCC(C(=O)NC1CCCC1)N(C(=O)Cn1nnc(-c2ccc(OC)c(OC)c2)n1)C1CCCCC1 (stereo unspecified)	i	-0.53	7.0	-1%	8%	0.3%	-0.32	i	1159	4.9	4.7	5	-1	1	1038	-3.2	-0.9
2	CC(=O)/C(=C/N(C)C)Sc1ccc(C)cc1	-0.3%	0.081	4.6	-1%	12%	-1.3%	-0.3	i	1274	1.2	1.4	-5	-0.4	0.52	854	-7.3	-0.45
3	Cc1cc(/C=C(\C#N)C(=O)NCc2cccs2)c(C)n1-c1ccccc1F	15%	-0.38	0.5	11%	7%	-5.4%	-0.17	i	769	10	2.7	1	-1	1	861	-0.8	1.4
4	O=C(/C=C/c1ccc(Cl)cc1)Nc1ccc(Br)cn1	0.2%	0.022	0.7	-1%	2%	-3.2%	-0.25	i	1116	2.7	2.4	31	-0.13	0.23	·	-0.4	·
5	Cc1cc([N+](=O)[O-])c(C(C)(C)C)cc1N	0.4%	0.8	5.5	0%	-1%	0.2%	-0.22	i	1039	3.2	1.8	3	1.3	-0.62	·	2.8	·
6	Cc1ccccc1N(C(=O)c1cccs1)c1nc2ccccc2s1	3.7%	0.67	4.8	-9%	5%	-0.9%	-0.24	i	1191	1.9	1.9	32	0.013	0.36	1026	-4.2	-1.6
7	Cc1ccccc1Nc1nc(N)nc(CSc2nnc(C)n2C)n1	0.2%	-0.34	10	0%	5%	-0.8%	-0.34	i	1155	5.9	2.6	-5	-1.5	1.2	1316	0.3	2
8	COc1ccc(C(CC(=O)O)NC(=O)Nc2ccccc2)cc1OC (stereo unspecified)	-3.0%	-0.051	6.6	10%	9%	-0.7%	-0.16	i	1082	1.6	2.5	-9	0.011	-0.51	1228	0.7	0.42
9	CCOC(=O)Cc1c(C)nc2c(-c3ccccc3)cnn2c1C	0.5%	0.021	0.8	-10%	5%	-2.0%	-0.32	i	1397	1.7	1.2	0	-0.12	0.54	1400	1.1	0.28
10	COc1ccc(S(=O)(=O)N2CCCCC2)cc1NC(=O)c1ccc([N+](=O)[O-])o1	-0.4%	0.3	11	-4%	7%	-0.7%	-0.28	i	1128	7.6	1.5	-2	-0.052	0.38	1395	-3.7	-0.06
11	NC(=O)COC(=O)c1sc2ccccc2c1Cl	-0.5%	-0.43	10	-4%	3%	-2.0%	-0.35	i	1013	3.7	0.9	-3	-0.54	0.79	1163	1.6	0.77
12	Cc1ccc(N/C=C2\CCCCC2=O)nc1	0.2%	-0.29	4.2	6%	?	1.4%	-0.32	i	1162	4.2	3.1	7	-0.87	0.23	1225	1.0	-0.23
13	Cc1ccsc1/C=N\NC(=O)CCc1c(C)n[nH]c1C	-0.1%	0.58	22	4%	1%	0.0%	-0.31	i	1507	3.5	1.7	13	0.66	0.68	1433	0.0	-0.14
14	CCCS(=O)(=O)N1CCC(C(=O)NCCCOC(C)C)CC1	0.2%	-0.44	10	8%	1%	-2.6%	-0.36	i	1382	2.6	2.0	17	-1.1	-0.29	1309	1.7	0.59
15	Cn1c(NCCc2ccccc2)cc(=O)n(C)c1=O	0.1%	0.36	6.2	1%	1%	-1.7%	-0.23	i	1435	2.1	4.9	-2	0.14	0.31	1461	0.3	0.33
16	Cc1cc(S(=O)(=O)NC2CCN(Cc3ccccc3)CC2)c(C)cc1Cl	0.5%	0.56	·	0%	0%	·	-0.22	·	1255	·	·	·	1.4	-1.1	1060	-0.4	-0.34
17	CCN(CC)S(=O)(=O)c1cccc(C(=O)Oc2cccnc2)c1	0.6%	-0.46	22	0%	13%	-1.9%	-0.023	i	·	1.9	2.3	-1	-1.2	0.26	1292	·	0.38
18	COc1ccccc1CN1CCNC(=O)C1CC(=O)NCCCn1cccn1 (stereo unspecified)	0.1%	0.63	2.0	2%	-2%	-1.8%	-0.26	i	1033	1.7	1.1	-6	1.8	-0.42	1332	0.8	-0.88
19	O=c1[nH][nH]cc1C=Nc1ccc(Oc2ccccc2)cc1	0.0%	0.4	8.8	0%	12%	·	-0.3	i	1097	2.7	2.4	-11	0.4	-0.73	1107	0.2	-0.39
20	COC(=O)c1nnn(-c2ccsc2C(=O)OC)c1C(=O)OC	0.3%	-0.0067	12	-8%	-1%	·	-0.31	i	1093	3.7	1.1	0	0.87	-0.14	1229	1.7	-0.9
21	O=C(Cc1ccc(F)cc1)Nc1ccc(S(=O)(=O)N2CCCCC2)cc1	-1.9%	0.19	4.7	9%	1%	1.9%	-0.31	i	1050	2.9	1.1	27	-0.18	0.57	1389	0.3	-0.18
22	Cc1cc(C(=O)c2ccc(C(C)(C)C)cc2)c(NC(=O)CCl)s1	0.6%	-1.2	14	3%	11%	2.0%	0.13	i	1034	2.8	1.7	4	-2	-0.76	827	0.2	-1.3
23	Cc1cc(Br)cc2c(C(=O)Nc3c(C)n(C)n(-c4ccccc4)c3=O)cc(-c3cccs3)nc12	0.0%	0.36	18	5%	3%	-0.1%	-0.21	i	1033	6.3	4.7	29	1.1	-0.58	1763	-0.2	-0.21
24	CCCNC(=O)NC(=O)COC(=O)c1cccc(NS(=O)(=O)c2ccc(F)c(F)c2)c1	-0.3%	-0.0068	4.9	-1%	8%	-1.2%	-0.27	i	961	5.0	1.3	11	-0.13	1.2	1171	-0.9	-0.02
25	Clc1ccccc1CSc1ncn(-c2ccccc2)n1	0.9%	0.15	6.0	-2%	21%	1.3%	-0.25	i	·	1.7	2.0	-6	0.26	-0.43	·	·	·
26	C=CCn1c(CCNC(=O)c2cccs2)nnc1SCC(=O)Nc1cccc(Cl)c1C	0.5%	-0.36	11	22%	6%	0.3%	0.61	i	·	2.3	1.8	-3	-1.2	0.64	·	·	·
27	COCCNc1oc(-c2ccc(F)cc2)nc1C#N	1.2%	0.048	12	-49%	10%	1.0%	-0.29	i	1373	4.6	2.6	16	-0.5	-0.087	1514	0.0	0.59
28	O=C(CSc1nnc(-c2ccccc2)n1C1CCCCC1)N1CCCC1	-1.0%	-0.63	5.2	12%	2%	-2.4%	-0.25	i	960	1.3	1.3	1	-1.1	0.31	1196	0.5	-0.92
29	COc1ccc(CNC(=O)COC(=O)/C=C/c2ccc(S(=O)(=O)N3CCOCC3)cc2)cc1	·	-0.47	3.9	3%	6%	-2.9%	-0.29	i	1118	3.8	2.0	5	-0.73	0.62	·	-0.4	·
30	CC1(C)Cc2ccccc2C(=O)N1	0.0%	-0.59	8.1	-4%	6%	0.0%	-0.19	i	1156	2.4	1.7	29	-1.4	0.86	1351	-1.2	-0.06
31	COc1ccc(C/C(C)=N/NC(=O)c2ccc(Cl)cc2)cc1	0.6%	-0.27	1.6	6%	10%	-3.7%	-0.21	i	1019	1.9	2.2	-13	-0.61	0.41	1256	-6.2	0.44
